Bioassay records (PubChem BioAssay)
DRD3 antagonist: qHTS of D3 Dopamine Receptor Antagonist: qHTS; D3R cells, DiscoveRx beta-arrestin luminescence, antagonist mode; hits give low values; max response, negative = inhibition, %; hit rate 2.5% among 360,000; AID 652054, 2013; in the data active = max response below about -50%; inconclusive = no clear call, values can overlap the other calls; note: % is set by controls: 0 for no effect and ±100 for the full control effect; mostly tested at two doses, the higher about 12 µM
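Cells expressing the human receptor were seeded at 1500 cells/well, incubated overnight at 37 degrees C in 5% CO2, then exposed to library compounds with dopamine controls for 90 minutes at 37 degrees C before luminescent detection.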
IL2 activator: qHTS of IL-2 Activators; IL-2 activation reporter assay, cell-based qHTS; stimulated with anti-CD3/CD4/CD28 beads; in transgenic mouse T cells; activation, % (series mostly up to about 46 µM); hit rate 0.065% among 360,000; in the data active = activation above about 50%; inconclusive = mostly about 30% to 49%; note: 0% is about no effect
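Unstimulated transgenic mouse T cells, 750 per well, received compound and, after 60 minutes, anti-CD3/anti-CD4 bead plus anti-CD28 stimulation. EGFP and DsRed were quantified after 18 hours.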
GLP-1R inv ag: qHTS of GLP-1 Receptor Inverse Agonists (Inhibition Mode); Glucagon-like peptide 1 receptor (Homo sapiens), P43220; HEK293 GLP-1R CRE-luciferase, luminescence, 24 h; GLP-1R form is constitutively active; hit rate 1.6% among 410,000; Potency, µM (doses to about 38.3 µM), without a hit: at the top dose activity change, negative = inhibition, usual class: inhibitors; note: potency is the fitted concentration of half-maximal effect; % is set by controls: 0 for no effect and ±100 for the full control effect; nearly all actives have a fitted effect of over 55% in size
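qHTS in 1536-well format: reporter HEK293 cells expressing constitutive GLP-1R activity in DMEM + 10% Nu serum, 24 hr with compounds at 37 deg C, luminescence read after 12 min with detection reagent.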
GLP1R cytotox: qHTS of GLP-1 Receptor Inverse Agonists: Cytotox Screen. HEK293 cAMP-luciferase reporter cells, luminescence, 24 h. Potency, µM (top dose mostly 38.3 µM), inactives show top-dose activity change, negative = inhibition, most hits filed as inhibitors. hit rate 0.13% among 410,000. AID 624418, 2012;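 note: loss of luciferase light is scored as toxicity; potency is the fitted concentration of half-maximal effect; % is set by controls: 0 for no effect and ±100 for the full control effect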
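Cells in DMEM/10% Nu serum/1% pen-strep, 1536-well format. Pre-incubated 12 h, dosed with 23 nL compound, incubated a further 24 h. Luciferase detection, 12 min at room temp, luminescence.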
WRN inhibitor: qHTS for Inhibitors of WRN Helicase; Bifunctional 3'-5' exonuclease/ATP-dependent helicase WRN (Homo sapiens), Q14191; WRN helicase unwinding, fluorescent forked duplex, kinetic; Potency, µM (doses to about 114 µM), for inactives: at the top dose activity change, negative = inhibition, usual class: inhibitors; hit rate 0.46% among 360,000; AID 651768, 2012; note: potency is the fitted concentration of half-maximal effect; % is set by controls: 0 for no effect and ±100 for the full control effect; nearly all actives have a fitted effect of over 55% in size
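Fluorescence dequenching readout, ex 525 nm/em 598 nm, kinetic mode: forked duplex DNA (100 nM final) with adjacent fluorophore and quencher unwound by WRN (20 nM final) with 2 mM ATP. Compound preincubation 15 min, room temperature.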
GLP1R ag: qHTS of GLP-1 Receptor Agonists | Glucagon-like peptide 1 receptor (Homo sapiens), P43220 | HEK293 GLP-1R CRE-luciferase, luminescence, 4-6 h; cells express a hypersensitive GLP-1R form | Potency, µM (series often up to 45.6 µM), without a hit: at the highest dose activation, usual class: activators | hit rate 0.007% among 380,000; note: potency is the fitted concentration of half-maximal effect; % of control where 0% means no effect
PLK1 PBD inh: qHTS for Inhibitors of PLK1-PDB (polo-like kinase 1 - polo-box domain): Primary Screen; Serine/threonine-protein kinase PLK1 (Homo sapiens), P53350; Plk1 PBD binding of FITC phosphopeptide, fluorescence polarization; Potency, µM, without a hit: max response, negative = inhibition, usual class: inhibitors; hit rate 2.8% among 360,000; note: potency is the fitted concentration of half-maximal effect; series mostly up to about 57 µM; % is set by controls: 0 for no effect and ±100 for the full control effect; nearly all actives have a fitted effect of over 65% in size
D3 ag: qHTS of D3 Dopamine Receptor Agonist: qHTS; D(3) dopamine receptor (Homo sapiens), P35462; D3R DiscoveRx beta-arrestin cells, luminescence, 90 min; max activation, %; hit rate 0.58% among 410,000; AID 652048, 2013; in the data active = max activation above about 30%; note: 0% is about no effect; mostly tested at two doses, the higher about 12 µM
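Agonist-mode cell screen: cells plated at 1500/well and incubated overnight at 37 °C, then exposed to library compounds for 90 min at 37 °C. Detection reagent was added for 30–60 min at room temperature, and luminescence was read.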
PI5P4Ka inh: qHTS for Inhibitors of phosphatidylinositol 5-phosphate 4-kinase (PI5P4K); Phosphatidylinositol 5-phosphate 4-kinase type-2 alpha (Homo sapiens), P48426; PI5P4Kalpha enzyme, ADP-Glo luminescence, 60 min; hits give low values; max response, %; hit rate 1.2% among 330,000; AID 652105, 2013; active = max response of -50% or lower; inconclusive = between -30% and -50%; inactive = -30% or higher; note: value at the top dose of about 77 µM; % is set by controls: 0 for no effect and ±100 for the full control effect
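Single end-point luminescence (ADP-Glo) quantified ADP from PI5P4Kalpha turnover; ATP 5 microM final, 1 h at RT, 0.1% CHAPS and 0.28 mM EGTA in HEPES pH 7.4.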
Starred values were filed as active, the others as inactive; ? = inconclusive; · = no result given; [ ] = dose if it differs, or a comment. Unless noted, calls come from the whole dose curve; as a rule, active = well fitted curve in the direction sought with a large enough effect; inconclusive = small, poorly fitted or top-dose-only effect, or another doubt; inactive = no such curve, though single readings can be large; an effect the other way counts as inactive or inconclusive.

Order of results: D3 ag	WRN inhibitor	GLP-1R inv ag	DRD3 antagonist	PI5P4Ka inh	IL2 activator	GLP1R ag	PLK1 PBD inh	GLP1R cytotox
1) COc1ccc(NC(=O)CSc2nnnn2-c2ccccc2F)cc1
    -3	-12%	-7%	-8	2	-0.2	-5%	-17%	-1%
2) COc1ccc(Nc2nc(C(F)(F)F)nc(C)c2C#N)cc1
    9	-14%	-14%	-7	-1	-2.3	17%	-6%	7%
3) Cc1ccc(S(=O)(=O)N2CCOCC2)cc1NC(=O)COC(=O)CCC(=O)c1cccs1
    0	7%	4%	17	-9	0.0	0%	3%	9%
4) COc1ccc(CCNC(=O)c2cccc(S(=O)(=O)N3CCCCCC3)c2)cc1
    6	-5%	?	7	2	-0.3	8%	-1%	-18%
5) COC(=O)c1ccc(COC(=O)c2cnccn2)cc1
    -9	0%	15%	-6	-10	-0.5	10%	-14%	3%
6) CC1(C)Oc2ccc3ccc(=O)oc3c2C[C@H]1O
    -11	-4%	15%	-22	7	0.5	5%	-2%	-28%
7) CCc1ccc(/C=C2\CN(CC)Cc3c2nc2ccccc2c3C(=O)O)cc1
    2	-1%	0%	?	-9	-0.4	3%	-11%	3%
8) CCCC(=O)NC(c1cccs1)c1cc([N+](=O)[O-])c2cccnc2c1O (stereo not drawn)
    -18	?	4%	?	?	0.7	-9%	-17%	-2%[1.53 µM]
9) CCOC(=O)c1ccc2c(c1)n(CC)c(C)[n+]2CC
    -5	-10%	0%	0	4	0.8	6%	8%	-2%
10) COC(=O)c1cn(NC(=O)Cn2nc([N+](=O)[O-])c(Br)c2C)c(=O)c2ccccc12
    1	?	-2%[0.307 µM]	-4	-4	0.5	-11%	-6%	5%[0.307 µM]
11) COc1cccc(-c2nnc3n2N=C(c2cccc(Br)c2)CS3)c1
    4	9%	0%	10	0	-0.9	-5%	0%	-18%
12) O=C1NC[C@H](CCCCN2CCN(CCc3ccc(O)cc3)C(=O)C2=O)N(CCC2CCCCC2)C1=O
    5	-2%	32%	17	-4	-0.1	-3%	1%	7%
13) Cc1nn(CC(=O)NCCc2ccccc2)c(=O)c2ccccc12
    1	6%[57.1 µM]	8%	-13	-10	-3.2	3%	-3%	-2%
14) CC(CNC(=O)C(=O)NC(C)CCc1ccccc1)Cc1ccccc1 (stereo not drawn)
    6	70%[activator]	2%	5	·	-2.5	-4%	-2%	1%
15) C/C(CCC(C)C)=N\NS(=O)(=O)c1ccc(C)c([N+](=O)[O-])c1
    0	-3%	-11%	-2	4	-2.5	-3%	?	1%
16) OC(COCC1CC=CCC1)Cn1cnc2ccccc21 (stereo not drawn)
    -4	-6%	0%	6	0	1.2	24%	-2%	10%
17) COc1ccccc1C(CNC(=S)NCc1ccccc1)N1CCCC1 (stereo not drawn)
    -20	-3%	?	-28	-2	-4.1	-5%	-24%	?
18) CCc1cc(=O)oc2cc(OCC(=O)N3CCC(C(N)=O)CC3)ccc12
    6	1%	0%	-7	0	-0.4	12%	-4%	-7%
19) CN(C)c1ccc(N2C(=O)CC(c3ccccc3)CC2=O)cc1
    10	5%	2%	19	0	-0.4	3%	5%	7%
20) CC(C)(C)c1cc(C(=O)NCc2cccnc2)ccn1
    3	-4%	0%	1	1	-0.1	1%	-6%	5%
21) CCCCNC(=O)C1(C)CCN1C(=O)c1ccc2ccccc2n1 (stereo not drawn)
    9	5%	?	7	-4	-0.3	8%	3%	-16%
22) Cc1ccc(Nc2nc(=O)c3cc([N+](=O)[O-])ccc3s2)cc1
    -8	0%	4%	-19	-18	-0.2	3%	-2%	7%
23) COc1ccc(C(=O)Nc2ccnn2C2CCN(Cc3cccnc3)CC2)cc1
    -6	-2%	2%	10	0	-0.8	0%	5%	14%
24) CC1=NN(Cc2cc(C(C)(C)C)c(O)c(C(C)(C)C)c2)C(=O)C1
    -8	-2%	?	-29	-6	1.8	-1%	-2%	-13%
25) CC1(C(=O)NS(=O)(=O)C2CC2)CCCN(C(=O)c2ccco2)C1 (stereo not drawn)
    -2	2%	-9%	3	2	0.0	-1%	-4%	5%
26) CCOC(=O)CCC(=O)Nc1ccc(S(=O)(=O)Nc2cc(OC)nc(OC)n2)cc1
    3	5%	3%	-1	-2	0.0	0%	-18%	-2%
27) COc1cc(SC)ccc1C(=O)NCc1ccc(C)cc1
    10	-3%	0%	11	·	2.7	?	-7%	6%
28) C=CCc1cccc2cc(C(=O)NC(C)(C)C)c(=O)oc12
    3	12%	15%	14	1	0.3	3%	?	5%
29) CC1(C(=O)CSc2nc3ccccc3s2)CCC(=O)O1 (stereo not drawn)
    1	-25%	0%	-20	-28	0.1	-10%	21µM*	-1%
30) O=C(COC(=O)c1ccc(Br)o1)NCCNC(=O)COC(=O)c1ccc(Br)o1
    3	15%	2%	-9	-8	-3.0	8%	-10%	-2%
31) COc1cc(OC)cc(-c2nnc(SCC(=O)N(Cc3ccccc3)C(C)(C)C)o2)c1
    7	-3%	8.9µM*	16	·	-3.3	4%	0%	8%
32) O=C1COc2ccc(C(=O)CSc3nnc(Cc4cccs4)n3-c3ccccc3)cc2N1
    2	-3%	?	11	-12	-0.5	12%	?	-6%
33) CCn1c(SCC(=O)Nc2ccc(C)cc2)nc2nc3c(cc2c1=O)CCCC3
    30	-2%	7%	17	6	9.8	-1%	-6%	-21%
34) COc1ccccc1OCC(=O)NC1CCSc2ccccc21 (stereo not drawn)
    -8	11%	?	-9	1	-0.5	0%	5%	6%
35) Cc1ccc(NC(=O)CSCC(=O)N(C)Cc2c(F)cccc2Cl)cc1
    -3	8%	?	?	4	-4.4	14%	-2%	-11%
36) CCCCN1C(=O)/C(=C2\SC(N3CCCCC3)=NC2=O)c2ccccc21
    1	-10%	-5%	-1	-6	-0.8	7%	24µM*	-10%
37) CC1CCc2c(sc3ncnc(SCC(=O)N(C)C4CCS(=O)(=O)C4)c23)C1 (stereo not drawn)
    2	4%	-7%	-20	8	-0.3	-1%	27µM*	5%
38) O=C(O)C1CC=CCC1C(=O)NCCCCc1ccccc1 (stereo not drawn)
    2	3%	8%	21	0	-0.4	1%	-3%	-3%
39) COc1ccc(Cc2nnc(NC(=O)CSc3ccccc3)s2)cc1OC
    -1	1%	18%	0	3	0.1	-2%	-19%	-12%
40) C=CCSc1nnc(CCc2ccccc2)n1N
    -2	-2%	4%	21	-8	-0.4	-1%	-14%	-1%
41) CC(C)NC(=O)COc1coc(CN2CCN(c3cccc(Cl)c3)CC2)cc1=O
    -7	-1%	3%	8	1	0.7	-2%	1%	-29%
42) O=C(NNc1c2ccccc2nc2ccccc12)c1cccc(O)c1
    -4	-30%[57.1 µM]	-20%	-29	-1	-0.8	-1%	-2%	9%
43) CC(C)CC(=O)Nc1nnc(S(=O)(=O)N(C)Cc2ccco2)s1
    1	-2%	-14%	6	3	-0.5	0%	-4%	-35%
44) Cc1cccc(NC(=O)CCN2CCC(C(N)=O)CC2)c1
    -5	-5%	9%	96	7	-0.8	-1%	2%	-8%
45) CC(C)(CCO)Nc1ncnc2onc(-c3ccc(F)cc3)c12
    5	10%	-5%	-8	-1	-0.5	20%	-15%	-14%
46) CCOc1ccc(S(=O)(=O)NCc2cccnc2)cc1
    -5	1%	11%	-5	-7	-4.7	3%	-8%	18%
47) O=C(Nc1ccc(C(=O)N2CCCCC2)cc1)c1cccs1
    -22	11%	12%	-23	-6	-2.8	4%	-14%	7%
48) CC[C@H](C)/C=C(C)/C=C/C1=CC2=CC(=O)[C@]3(C)OC(=O)[C@@H](C(C)=O)[C@@H]3C2=CO1
    -11	-24%	-17%	-25	-60*	-0.2	0%	-26%	128%[activator]

Compounds above that contain an aryl thioether with sulfur outside any ring, in the order listed:
Order of results: D3 ag	WRN inhibitor	GLP-1R inv ag	DRD3 antagonist	PI5P4Ka inh	IL2 activator	GLP1R ag	PLK1 PBD inh	GLP1R cytotox
1) COc1ccc(NC(=O)CSc2nnnn2-c2ccccc2F)cc1
    -3	-12%	-7%	-8	2	-0.2	-5%	-17%	-1%
27) COc1cc(SC)ccc1C(=O)NCc1ccc(C)cc1
    10	-3%	0%	11	·	2.7	?	-7%	6%
29) CC1(C(=O)CSc2nc3ccccc3s2)CCC(=O)O1 (stereo not drawn)
    1	-25%	0%	-20	-28	0.1	-10%	21µM*	-1%
31) COc1cc(OC)cc(-c2nnc(SCC(=O)N(Cc3ccccc3)C(C)(C)C)o2)c1
    7	-3%	8.9µM*	16	·	-3.3	4%	0%	8%
32) O=C1COc2ccc(C(=O)CSc3nnc(Cc4cccs4)n3-c3ccccc3)cc2N1
    2	-3%	?	11	-12	-0.5	12%	?	-6%
33) CCn1c(SCC(=O)Nc2ccc(C)cc2)nc2nc3c(cc2c1=O)CCCC3
    30	-2%	7%	17	6	9.8	-1%	-6%	-21%
37) CC1CCc2c(sc3ncnc(SCC(=O)N(C)C4CCS(=O)(=O)C4)c23)C1 (stereo not drawn)
    2	4%	-7%	-20	8	-0.3	-1%	27µM*	5%
39) COc1ccc(Cc2nnc(NC(=O)CSc3ccccc3)s2)cc1OC
    -1	1%	18%	0	3	0.1	-2%	-19%	-12%
40) C=CCSc1nnc(CCc2ccccc2)n1N
    -2	-2%	4%	21	-8	-0.4	-1%	-14%	-1%
